AmpC inh detg: blocks E. coli AmpC beta-lactamase in detergent assay. P00811. AmpC hydrolysis of nitrocefin, absorbance 480 nm, 0.01% Triton. Potency, µM (highest dose often 114 µM), for the others: top-dose activity change, negative = inhibition, usual class: inhibitors. 370,000 tested, 0.041% active. AID 485294;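 note: potency is the fitted concentration of half-maximal effect; 0% = no-compound wells and -100% = no-enzyme wells; nearly all actives have a fitted effect of over 25% in size; some results filed as inactive show a strong effect at the top dose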
Target sequence (P00811 whole entry, looked up): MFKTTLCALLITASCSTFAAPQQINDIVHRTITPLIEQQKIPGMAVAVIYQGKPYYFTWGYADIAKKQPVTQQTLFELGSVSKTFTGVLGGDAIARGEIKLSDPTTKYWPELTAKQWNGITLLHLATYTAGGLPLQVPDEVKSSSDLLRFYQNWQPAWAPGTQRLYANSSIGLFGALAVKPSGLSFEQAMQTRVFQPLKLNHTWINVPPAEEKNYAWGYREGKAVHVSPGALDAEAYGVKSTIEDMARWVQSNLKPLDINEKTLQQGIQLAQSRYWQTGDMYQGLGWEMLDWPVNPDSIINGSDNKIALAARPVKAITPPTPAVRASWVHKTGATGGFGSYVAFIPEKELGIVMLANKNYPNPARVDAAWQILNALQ
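AmpC (5.3 nM in the dispensed reagent) in 20 mM phosphate pH 7.0 with 0.01% (detergent screen) or 0.0001% Triton X-100 was preincubated with compounds for 15 min at room temperature. Nitrocefin was then added from an 800 uM solution, and hydrolysis was followed at 480 nm.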
AmpC inh no detg: inhibitors of E. coli AmpC beta-lactamase without detergent; 330,000 tested, 0.52% active; AmpC nitrocefin hydrolysis, absorbance 480 nm, 0.0001% Triton; AID 485341; Potency, µM (series often up to 57.1 µM), inactives show at the highest dose activity change, negative = inhibition, actives largely listed as inhibitors;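 note: potency is the fitted concentration of half-maximal effect; plate controls were no compound for no effect and no enzyme for full effect; nearly all actives have a fitted effect of over 20% in size; some results filed as inactive show a strong effect at the top dose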
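AmpC (5.3 nM in the dispensed reagent) in 20 mM phosphate pH 7.0 with 0.01% (detergent screen) or 0.0001% Triton X-100 was preincubated with compounds for 15 min at room temperature. Nitrocefin was then added from an 800 uM solution, and hydrolysis was followed at 480 nm.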
HCV inhibitor: HCV inhibition; Huh7.5.1 HCVcc-Cre infection, luciferase reporter, 44 h; Potency, µM (doses to about 41.8 µM), without a hit: top-dose activity change, negative = inhibition, usual class: inhibitors; 340,000 tested, 3.4% active; AID 651820; note: potency is the fitted concentration of half-maximal effect
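Luciferase read-out (15 sec integration) after a 15 min room-temperature substrate step quantifies HCVcc-Cre infection. Cells, 1,000 per well, had compound added 4 h post-plating, then virus at ~0.5 moi, and were cultured 44 h.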
FBPA Giardia inh: blocks Giardia fructose-bisphosphate aldolase activity; A8B2U2; purified Giardia FBPA; Potency, µM (series often up to 59.6 µM), for the others: at the top dose activity, negative = inhibition, usual class: inhibitors; 290,000 tested, 0.71% active; note: potency is the fitted concentration of half-maximal effect; nearly all actives have a fitted effect of over 55% in size
Target sequence (A8B2U2 whole entry, looked up): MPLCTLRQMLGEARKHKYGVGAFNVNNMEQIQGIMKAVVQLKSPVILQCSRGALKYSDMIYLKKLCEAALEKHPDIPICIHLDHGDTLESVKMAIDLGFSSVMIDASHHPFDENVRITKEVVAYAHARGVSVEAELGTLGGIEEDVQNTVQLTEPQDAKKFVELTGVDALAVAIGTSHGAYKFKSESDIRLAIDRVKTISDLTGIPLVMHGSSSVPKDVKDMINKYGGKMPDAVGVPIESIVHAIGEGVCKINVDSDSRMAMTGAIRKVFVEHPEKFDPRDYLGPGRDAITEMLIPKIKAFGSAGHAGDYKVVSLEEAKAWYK
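40 nM FBPA preincubated 10 min at RT with compound (up to 57.5 uM final), then substrate plus GAPDH/TPI/NAD/arsenate coupling and diaphorase/resazurin added. Fluorescence read after 20 min at RT, 525/598 nm.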
HCMV antiviral: inhibitors of human cytomegalovirus | HFF cells, HCMV-luciferase reporter, 72 h; hits give low values | activity change, negative = inhibition, % at 57.5 µM | 410,000 tested, 4.5% active; in the data active = activity change below about -60%; inconclusive = no clear call, values can overlap the other calls; inactive = above about -39%
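Human foreskin fibroblasts infected with luciferase-reporter HCMV at MOI 1 PFU/cell, compounds at two doses. Luciferase measured 72 h post infection; normalized to buffer-only basal and Salinomycin (10uM) controls.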
Sm TGR inh: blocks Schistosoma mansoni thioredoxin glutathione reductase | AID 485364 | Q962Y6 | Potency, µM (doses to about 114 µM), without a hit: at the top dose activity change, negative = inhibition, most hits filed as inhibitors | purified TGR, DTNB reduction, TNB absorbance 405 nm | 360,000 tested, 3% active; note: potency is the fitted concentration of half-maximal effect; nearly all actives have a fitted effect of over 60% in size
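Kinetic colorimetric format: TGR-catalysed, NADPH-driven DTNB reduction monitored via TNB absorbance. Enzyme dispensed at 20 nM; compound exposure 15 min at room temperature before reaction start.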
An asterisk follows results filed as active; ? = inconclusive; · = not tested or not shown; [ ] = another dose, or the depositor's remark. Unless noted, calls come from the whole dose curve; as a rule, active = well fitted curve in the direction sought with a large enough effect; inconclusive = small, poorly fitted or top-dose-only effect, or another doubt; inactive = no such curve, though single readings can be large; an effect the other way counts as inactive or inconclusive. Unless noted, % is set by controls: 0 for no effect and ±100 for the full control effect.

SMILES	AmpC inh detg	AmpC inh no detg	HCV inhibitor	FBPA Giardia inh	HCMV antiviral	Sm TGR inh
O=S(=O)(c1ccc(F)cc1)N1CCn2c(nc3ccccc32)C1	-11%	-10%	14%	0%	29	-24%
Cc1cc(F)ccc1NC(=O)C1CCC(CNS(=O)(=O)c2ccc3c(c2)CCCC(=O)N3)CC1 (centres undefined)	0%	·	·	·	-12	3%
COc1ccc(CN(C(=O)c2cccc(OC)c2)C2CCS(=O)(=O)C2)cc1 (centres undefined)	-1%	30%	11%	4%	-7	8%
CC(C)Cc1cc(CNC(=O)C2CCC(=O)N(Cc3cccc(C(F)(F)F)c3)C2)on1 (centres undefined)	3%	160%[activator]	?	·	-5	-17%
COc1ccccc1C(=O)NCCSCc1ccccc1Cl	-7%	-34%	?	-4%	-9	-19%
O=[N+]([O-])c1ccc2nnn(O)c2c1	-5%	-34%	16%	-1%	46	-2%
CCOc1ccc(OC(=O)c2cccnc2)cc1	0%	0%	3%	1%	-4	7%
COc1ccc(N2C(=O)C(Cl)=C(N3CCCC3)C2=O)cc1	-3%	-16%	14%	19%	6	-12%
COc1ccc(Cl)cc1NC(=O)COC(=O)C1CCCCC1	?	-23%	?	·	-3	-11%
CN1/C(=C\C(=S)NC(=O)c2ccccc2Cl)C(C)(C)c2ccccc21	-1%	-34%	?	-8%	-84*	-3%
Cc1cc(C)cc(NC(=S)/C(=C(\[O-])c2ccc(Cl)cc2Cl)[n+]2ccccc2)c1	-10%	14%[11.4 µM]	-6%	-4%	5	-7%
O=C(NCCSCc1ccco1)c1ccc(CN2CCOCC2)cc1	-3%	2%	7%	3%	43	1%
Cc1ccc(Cn2c(/C=C/c3ccco3)nc3ccccc32)cc1	-14%	-32%	34%[activator]	-11%	19	11µM*
CSc1nc(-c2ccccc2)nn1C(=O)c1ccco1	0%	-2%	0%	0%	-11	-13%
COc1ccc(CCC(=O)NC2CC(=O)N(c3ccc(F)cc3)C2)cc1 (centres undefined)	-1%	·	·	·	-5	7%
COc1cccc(S(=O)(=O)Nc2ccc3c(c2)OCCO3)c1	-14%	-28%	-10%	5%	-37	-14%
CCOc1ccc(S(=O)(=O)N2CCCC(C(=O)NCC3CCCO3)C2)cc1Cl (centres undefined)	-3%	103%[activator]	1%	·	-18	-15%
COc1ccc(N2CCN(Cc3cc(OC)c(O)c([N+](=O)[O-])c3)CC2)cc1	-11%	-15%	-8%	-17%	0	2%
CC(NC(=O)Nc1ccccc1)C(c1cccs1)N1CCN(c2ccccc2)CC1 (centres undefined)	-3%	-7%	3%	-11%	29	2%
O=C(COC(=O)[C@H](Cc1ccccc1)N1C(=O)c2ccccc2C1=O)Nc1ccc2c(c1)OCO2	-6%	-21%	16%	-9%	-31	8%
CCCC(NCC(O)COc1ccc(-c2ccccc2)cc1)c1ccccc1 (centres undefined)	-6%	-30%	11µM*	2%	-32	-4%
CCOc1ccc(OCC)c(NC(=O)c2cnc3c(-c4ccccc4)c(C)nn3c2C)c1	7%	·	·	·	-2	-3%
CCOc1cc(C)nc(Oc2ccc(=O)[nH]n2)n1	0%	-6%	-3%	-4%	51	-1%
O=c1c2ccccc2nc(SCc2nnc(-c3ccccc3Br)o2)n1Cc1ccco1	?	-29%	13µM*	5%	-37	-32%
Cc1ccc2c(c1)CC1(CN2C)C(=O)NC(=O)N(CCc2ccccc2)C1=O (centres undefined)	-1%	-37%	11%	-19%	4	0%
Cc1cc(Nc2cccc(C)c2C)n2nc(C)nc2n1	3%	5%	3%	-5%	-3	-8%
O=C(COC(=O)c1cc([N+](=O)[O-])ccc1N1CCOCC1)c1ccc(F)cc1	?	-4%	?	·	6	-9%
CC(C)NC(=O)c1cc2ccccc2o1	1%	-13%	0%	5%	-28	0%
Cc1ccc(S(=O)(=O)NCCc2nnc3ccc(SCC(=O)Nc4ccc(F)cc4F)nn23)cc1	-7%	·	·	·	2	0%
COc1cc(/C=N/n2nnnc2N)ccc1OC(C)=O	-14%	-12%	15%	7%	11	0%
COc1cc(NC(=O)C(=O)N2CCN(C)CC2)c(OC)cc1Cl	-7%	-8%	4%	11%	29	7%
COc1ccc(NC(=O)COC(=O)/C=C/c2cnc3ccccc3n2)cc1	-3%	-25%	19%	1%	0	6%
CCC(C(=O)OCC(=O)Nc1c(Cl)cccc1Cl)c1ccccc1 (centres undefined)	-5%	-33%	-10%	4%	?	-1%
CCCCn1nc(C(=O)Nc2cccc(C(=O)NC3CC3)c2)c2ccccc2c1=O	7%	6%	?	·	39	-2%
COC(=O)N/N=C/c1ccccc1	-3%	-24%	1%	1%	29	-3%
CC(Sc1ncnc2sccc12)C(=O)Nc1ccc(S(N)(=O)=O)cc1 (centres undefined)	·	-25%	-23%	·	31	·
COc1ccc(S(=O)(=O)N[C@@H](CC(C)C)C(=O)O)cc1	-15%	-13%	24%	8%	8	8%
CN(C)S(=O)(=O)c1cccc(NC(=O)c2ccc(OC(F)(F)F)cc2)c1	?	-31%	?	-7%	-95*	5%
O=C(NN=C(Cc1ccccc1)Cc1ccccc1)c1ccccc1O	4%	-42%	4%	?	-39	9%
Cc1ccc(C)c(C(C)NC(=O)CC#N)c1 (centres undefined)	-9%	-11%	7%	0%	27	·
CSCCC(NS(=O)(=O)c1ccc2c(c1)oc(=O)n2C)C(=O)NC1CCN(Cc2ccccc2)CC1 (centres undefined)	4%	-15%	9%	0%	-4	?
Cc1cccc(C(=O)NCCc2csc(C)n2)c1	-11%	3.5µM*	26%	0%	29	-1%
COc1ccc(S(=O)(=O)N(Cc2nc(-c3ccc(C)cc3)no2)C2CCCCC2)cc1	18%	·	·	·	?	3%
O=C(NCCCn1ccnc1)Nc1ccc(Cl)cc1Cl	0%	-10%	?	-2%	-27	1%
S=C(NCCCCc1ccccc1)NCc1ccccc1	0%	-34%	?	6%	-4	0%
Cc1ccc(C(=O)CC(c2cccs2)S(=O)(=O)c2ccc(C)cc2)cc1 (centres undefined)	-6%	-4%	13%	6%	4	0%
Cc1nc2scc(C)n2c(=O)c1S(=O)(=O)N1CCN(c2ccc([N+](=O)[O-])cc2)CC1	-2%	-12%	13%	5%	21	3%
O=C(NCCc1ccc(Cl)cc1)C1=CC=CN2CCS(=O)(=O)N=C12	?	-10%	16%	·	-17	2%
CCCCCn1c(=O)c(C(=O)Nc2ccccc2C)c(O)c2ccccc21	-5%	-21%	?	-5%	34	4%
Cc1cc(C)c(N=C2SCC(=O)N2Cc2ccco2)c(C)c1	-2%	-15%	-11%	16%	-18	-20%
CC(=O)Nc1cccc(-c2nc3ccccc3c(=O)o2)c1	-1%	?	19%	-1%	0	-2%
CCN1C(=O)[C@H]2[C@@H](c3ccc(Cl)cc3)N3C(=O)CN(Cc4ccccc4)C(=O)[C@@]3(C)[C@H]2C1=O	-18%	49%	7%	-20%	16	11%
Cc1nc2nc(SCC(=O)NCc3ccco3)nn2c(C)c1Cc1ccccc1	-5%	10%	-5%	0%	10	20µM*
CC(C)NC(=O)c1nc2c(nnn2Cc2cccc(Cl)c2)c(=O)[nH]1	?	-29%	9%	-9%	-30	0%
CCOC(=O)N1CCN(C(=S)Nc2ccc(C)cc2C)CC1	-5%	20%	-4%	1%	-2	5%
CC[C@@H](C)C(NC(=O)OC(C)(C)C)c1cn([C@@H](Cc2ccc(O)cc2)C(=O)N2CCN(C(=O)OC(C)(C)C)CC2)nn1 (some centres undefined)	7%	107%[activator]	13%	14%	-30	23%
COc1ccc(CCNC(=O)c2ccc(CSCc3ccc(C)cc3)o2)cc1OC	-4%	·	·	·	?	-19%
Cc1cccc(-c2nnc(SCCC(=O)O)o2)c1	-4%	·	·	·	-88*	-9%
COc1cc(SC)ccc1C(=O)Nc1ccccc1	-8%	-24%	?	-26%	129	0%
C/C(=C/C(=O)O)C(=O)Nc1cccc(C(F)(F)F)c1	1%	-15%	28%	3%	-18	-1%

Following part:
SMILES	AmpC inh detg	AmpC inh no detg	HCV inhibitor	FBPA Giardia inh	HCMV antiviral	Sm TGR inh
Cc1cc(Nc2ccccc2)n(-c2ccc(Br)cc2)n1	5%	-30%	-5%	-11%	15	-5%
N#CCC(=O)N/N=C/c1cn(Cc2ccc(Cl)cc2Cl)c2ccccc12	5%	-28%	-21%	-4%	22	2%
COc1cc(C)c(S(=O)(=O)NOCc2ccc([N+](=O)[O-])cc2)c(C)c1C	0%	-4%	-28%	8%	-32	1%
O=C(CSc1nc(-c2ccc(Cl)cc2)cs1)Nc1cccc([N+](=O)[O-])c1	1%	-23%	13µM*	2%	-27	0%
Cc1ccccc1OCC(=O)Nc1ccccc1OCc1cc(=O)n2ccccc2n1	11%	·	·	·	40	7%
Cn1c(=O)c2c(nc(Oc3ccc(-c4ccccc4)cc3)n2C)n(C)c1=O	2%	-16%	13%	-4%	-10	-3%
COc1ccc(CNC(=O)C2CC(c3ccc(F)cc3)=NO2)cc1 (centres undefined)	-10%	-4%	8%	7%	11	14%
COc1ccc(C(CC(=O)Nc2ccc(OC)c(OC)c2)N2Cc3ccccc3C2=O)cc1 (centres undefined)	4%	·	·	·	25	12%
O=C(CCNS(=O)(=O)c1ccc(Br)cc1)NCc1ccc(Cl)cc1	-5%	-20%	-13%	3%	-15	-2%
Cc1ccc(C)c(NC(=S)N2CCN(c3ccccn3)CC2)c1	2%	-5%	5%	1%	-18	-20%
COC(=O)c1cccc(NC(=O)CCc2ccccc2)c1	5%	-20%	?	-1%	13	-1%
COc1cccc(CNC(=O)c2ccc(-c3nc(CS(=O)c4ccccc4)c(C)o3)cc2)c1 (centres undefined)	-1%	·	·	·	17	?

Arranged by length of the SMILES (ascending): some entries from above
SMILES	AmpC inh detg	AmpC inh no detg	HCV inhibitor	FBPA Giardia inh	HCMV antiviral	Sm TGR inh
COC(=O)c1cccc(NC(=O)CCc2ccccc2)c1	5%	-20%	?	-1%	13	-1%
Cc1cc(Nc2ccccc2)n(-c2ccc(Br)cc2)n1	5%	-30%	-5%	-11%	15	-5%
C/C(=C/C(=O)O)C(=O)Nc1cccc(C(F)(F)F)c1	1%	-15%	28%	3%	-18	-1%
COc1ccc(CNC(=O)C2CC(c3ccc(F)cc3)=NO2)cc1 (centres undefined)	-10%	-4%	8%	7%	11	14%
O=C(CCNS(=O)(=O)c1ccc(Br)cc1)NCc1ccc(Cl)cc1	-5%	-20%	-13%	3%	-15	-2%
Cc1ccccc1OCC(=O)Nc1ccccc1OCc1cc(=O)n2ccccc2n1	11%	·	·	·	40	7%
Cn1c(=O)c2c(nc(Oc3ccc(-c4ccccc4)cc3)n2C)n(C)c1=O	2%	-16%	13%	-4%	-10	-3%
O=C(CSc1nc(-c2ccc(Cl)cc2)cs1)Nc1cccc([N+](=O)[O-])c1	1%	-23%	13µM*	2%	-27	0%
COc1cc(C)c(S(=O)(=O)NOCc2ccc([N+](=O)[O-])cc2)c(C)c1C	0%	-4%	-28%	8%	-32	1%
COc1cccc(CNC(=O)c2ccc(-c3nc(CS(=O)c4ccccc4)c(C)o3)cc2)c1 (centres undefined)	-1%	·	·	·	17	?

Assay outcomes (PubChem)
